# JMJD2A Tudor: blocks the human JMJD2A Tudor domain | O75164 | AlphaScreen JMJD2A-Tudor / H3K4me3 peptide binding | Potency, µM (doses to about 114 µM), inactives show at the top dose activity change, negative = inhibition, actives largely listed as inhibitors | actives 4.4% (n = 390,000) | AID 504339; note: potency is the fitted concentration of half-maximal effect; % is set by controls: 0 for no effect and ±100 for the full control effect; nearly all actives have a fitted effect of over 50% in size
# G9a inh: blocks human histone lysine methyltransferase G9a; Q96KQ7; Potency, µM (series often up to 102 µM), inactives show at the top dose activity, negative = inhibition, hits mostly inhibitors; G9a H3K9 monomethylation, AlphaScreen, 2 h; actives 8.8% (n = 350,000); AID 504332; note: potency is the fitted concentration of half-maximal effect; % is set by controls: 0 for no effect and ±100 for the full control effect; nearly all actives have a fitted effect of over 75% in size
# Target sequence (Q96KQ7 913-1193 limits assumed): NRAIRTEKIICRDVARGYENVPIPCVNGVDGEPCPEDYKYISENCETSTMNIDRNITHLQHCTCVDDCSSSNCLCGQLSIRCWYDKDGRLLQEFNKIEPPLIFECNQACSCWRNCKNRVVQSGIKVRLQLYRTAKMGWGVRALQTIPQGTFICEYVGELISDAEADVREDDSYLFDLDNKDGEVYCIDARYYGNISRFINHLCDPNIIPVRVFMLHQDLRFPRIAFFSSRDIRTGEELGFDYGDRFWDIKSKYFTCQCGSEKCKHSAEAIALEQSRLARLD
#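 Methyltransferase reactions run at room temperature for 2 h (20 nM enzyme, 500 nM biotin-H3K9 peptide, 20 uM SAM) after a 15 min compound preincubation; product detected by AlphaScreen beads and anti-H3K9me1 antibody.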
# BAZ2B block: blocks human BAZ2B | Q9UIF8 | AlphaScreen BAZ2B-H3K14Ac peptide displacement | Potency, µM (series often up to 114 µM), for the others: at the top dose activity change, negative = inhibition, hits mostly inhibitors | actives 4.4% (n = 360,000) | AID 504333; note: potency is the fitted concentration of half-maximal effect; % is set by controls: 0 for no effect and ±100 for the full control effect; nearly all actives have a fitted effect of over 60% in size
#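 Multi-concentration screen (max 110 uM) measuring displacement of acetylated histone H3 peptide from BAZ2B by AlphaScreen, using 50 nM protein, 50 nM peptide and 10 ug/mL streptavidin donor plus Ni-chelate acceptor beads.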
# Pin1 inhibitor: blocks the human prolyl isomerase Pin1; actives 0.009% (n = 390,000); Q13526; AID 504891; Potency, µM (highest dose often 115 µM), for the others: top-dose activity, negative = inhibition, usual class: inhibitors; Pin1 FP peptide displacement, HiFluor488, 10 min; active = well fitted inhibition curve with a large enough effect in the polarisation, with a control signal flat, not every such curve was filed as active; inconclusive = small, poorly fitted or top-dose-only effect, or effect the other way, or a change in a side signal; inactive = no such curve, though single readings can be large or run the other way; the % refers to the polarisation; note: potency is the fitted concentration of half-maximal effect; % is set by controls: 0 for no effect and ±100 for the full control effect
# Target sequence (Q13526 whole entry, looked up): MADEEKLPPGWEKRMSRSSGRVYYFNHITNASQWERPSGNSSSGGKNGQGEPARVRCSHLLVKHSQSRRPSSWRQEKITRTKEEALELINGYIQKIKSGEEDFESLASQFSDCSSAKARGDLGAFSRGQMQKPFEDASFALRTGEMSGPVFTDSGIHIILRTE
# HP1b chromo inh: HP1-beta chromodomain-methylated histone interaction inhibition; P83916; AlphaScreen HP1-beta / biotin-H3K9me3 peptide binding; Potency, µM (series often up to 114 µM), inactives show top-dose activity change, negative = inhibition, usual class: inhibitors; actives 0.56% (n = 390,000); AID 540317; note: potency is the fitted concentration of half-maximal effect; nearly all actives have a fitted effect of over 70% in size; inactives centre near 23
# Target sequence (P83916 whole entry, looked up): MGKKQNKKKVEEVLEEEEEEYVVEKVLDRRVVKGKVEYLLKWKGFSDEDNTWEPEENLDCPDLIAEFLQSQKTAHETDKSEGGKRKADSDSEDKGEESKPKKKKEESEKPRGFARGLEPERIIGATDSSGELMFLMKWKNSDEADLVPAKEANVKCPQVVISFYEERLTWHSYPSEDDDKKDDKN
#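 HP1-beta protein (50 nM final) preincubated 30 min at room temperature with biotinylated H3(1-18)K9me3 peptide (50 nM) in PBS pH 7.4, 0.01% Tween-20, then compound added for 30 min. AlphaScreen streptavidin donor/nickel chelate acceptor beads (10 ug/mL final), 30 min dark, luminescence read.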
# GLS inhibitor: glutaminase GLS (human) inhibition | Potency, µM (series often up to 45.5 µM), inactives show top-dose activity change, negative = inhibition, actives largely listed as inhibitors | actives 0.21% (n = 410,000) | GLS enzymatic activity, qHTS titration | O94925; note: potency is the fitted concentration of half-maximal effect; % is set by controls: 0 for no effect and ±100 for the full control effect
#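 hKGA; 45 mM KH2PO4 pH 8.2 + 0.02% Tween-20; cpd via pin tool; 1 mM Gln soln; GluOx/HRP/Amplex Red; RT 30 min; fluor. t0 & final.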
# PGK inhibitor: blocks T. brucei phosphoglycerate kinase | PGK/GAPDH coupled, Kinase-Glo luminescence, 60 min | AID 602233 | P07378 | Potency, µM (series often up to 57.5 µM), for the others: at the highest dose activity change, negative = inhibition, actives largely listed as inhibitors | actives 0.043% (n = 380,000); note: potency is the fitted concentration of half-maximal effect; % is set by controls: 0 for no effect and ±100 for the full control effect; nearly all actives have a fitted effect of over 60% in size
# Target sequence (P07378 whole entry, looked up): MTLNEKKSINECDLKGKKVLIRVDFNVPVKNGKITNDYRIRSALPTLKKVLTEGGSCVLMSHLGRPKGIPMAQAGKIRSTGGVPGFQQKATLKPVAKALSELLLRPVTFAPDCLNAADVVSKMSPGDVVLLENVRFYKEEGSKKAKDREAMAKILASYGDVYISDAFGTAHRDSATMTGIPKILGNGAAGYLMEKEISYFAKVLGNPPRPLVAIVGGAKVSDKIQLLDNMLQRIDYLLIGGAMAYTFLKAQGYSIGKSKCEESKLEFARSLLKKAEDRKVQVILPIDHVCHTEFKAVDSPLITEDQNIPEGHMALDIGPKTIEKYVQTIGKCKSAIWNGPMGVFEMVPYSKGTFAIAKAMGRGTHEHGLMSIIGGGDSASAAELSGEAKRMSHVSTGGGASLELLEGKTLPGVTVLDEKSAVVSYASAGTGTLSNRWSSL
#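 Luminescent ATP detection (Kinase-Glo Plus) follows a 60-minute room-temperature incubation, with wells lacking PGK as controls. Buffer: 100 mM TEA (pH 7.6), 5 mM MgCl2, 0.01% Tween-20. Coupling enzyme GAPDH (100 nM final) supplies unstable 1,3-BPG in-well.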
# ERG-DNA inh: inhibitors of human ERG Ets domain-DNA interaction | P11308 | fluorescence polarization, His-ERG Ets domain / labelled DNA | actives 0.028% (n = 370,000) | Potency, µM (doses to about 76.9 µM), for inactives: at the highest dose FP activity, negative = inhibition, actives largely listed as inhibitors; active = well fitted inhibition curve with a large enough effect in the polarisation, with a control signal flat; inconclusive = small, poorly fitted or top-dose-only effect, or effect the other way, or a change in a side signal; inactive = no such curve, though single readings can be large or run the other way; the % refers to the polarisation;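 note: polarization taken with two DNA probes labelled with fluorescein and Texas red; potency is the fitted concentration of half-maximal effect; % of control where 0% means no effect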
#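 His-tagged ERG Ets domain (1 uM in the protein solution; 300mM KCl, 50mM Tris-HCl, 1mM EDTA, 1mM DTT, pH 7.5) received compound, then a probe mix of 5 nM fluorescein-DNA and 100nM Texas-615-DNA. Fluorescence polarization was read for both dyes.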
# PI4K2A block: inhibitors of human PI4K2A; actives 0.13% (n = 420,000); Q9BTU6; purified PI4K2A, ADP-Glo luminescence, 1 h; active compounds read low; activity change, negative = inhibition, % at 76.9 µM; in the data active = activity change below about -50%; inconclusive = mostly about -30% to -49%;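 note: -100% = wells without enzyme as full effect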
#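 ADP-Glo luminescence measured ADP generated by PI4K2A enzyme (4 ug/mL before mixing) with 1.2 mM PI substrate (pre-mix) and 300 microM ATP (pre-mix). Tris pH7.5 buffer with MgCl2, Triton X-100; 1 h reaction at ambient temperature.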
# * = called active by the depositor; i = inactive; ? = inconclusive; nt = no result given; [ ] = dose if it differs, or a comment. Unless noted, calls come from the whole dose curve; as a rule, active = well fitted curve in the direction sought with a large enough effect; inconclusive = small, poorly fitted or top-dose-only effect, or another doubt; inactive = no such curve, though single readings can be large; an effect the other way counts as inactive or inconclusive.
SMILES,JMJD2A Tudor,G9a inh,BAZ2B block,Pin1 inhibitor,HP1b chromo inh,GLS inhibitor,PGK inhibitor,ERG-DNA inh,PI4K2A block
Cc1cccc(C)c1NC1=NC2(CCCCC2)N=C(N)N1,8%,?,3%,3%,11%,nt,-1%,-5%,-4
COc1ccccc1OC(C)C(=O)Nc1cccc(-c2nc3ccccc3o2)c1 (stereo not drawn),-5%,-1%[59 µM],-10%,?,15%,-7%,-2%,9%,1
CC(C)CCCC(C)NS(=O)(=O)Cc1ccccc1 (stereo not drawn),51%[activator],-30%,10%,-10%,43%[activator],nt,-4%,-11%,0
COc1ccc(S(=O)(=O)N(C)C[C@H]2Oc3ccc(NC(=O)Cc4ccccc4)cc3C(=O)N([C@H](C)CO)C[C@@H]2C)cc1,-20%,nt,nt,?,40%[activator],1%,2%,-13%,0
Nc1c(-c2ccccc2)cnn1-c1cccc(Cl)c1,3%,9%,1%,5%,35%,-30%,-4%,-11%,-4
Cc1cccc(-c2cc(C(=O)N3CCCc4ccccc43)c3ccccc3n2)c1,-19%,?,-7%,34%[activator],29%,-4%,-10%,-4%,-3
CC(C)CN(C(=O)C1CCC1)c1c(N)n(Cc2ccccc2)c(=O)[nH]c1=O,0%,nt,nt,-1%,29%,2%,-3%,5%,1
CC(=O)Nc1nc2c(s1)CCc1ccccc1-2,-27%,0%[59 µM],-30%,-2%,5%[57 µM],8%,-16%,-8%,1
Cc1ccc(-n2ncc(C(=O)NCc3cccs3)c2C2CCN(C(=O)OC(C)(C)C)CC2)cc1C,-27%,-29%[59 µM],4%[57.1 µM],16%,20%,-5%,-2%,-1%,-6
COc1ccc(S(=O)(=O)NCC(=O)Nc2ccc(F)cc2)cc1,-2%,3%[12.7 µM],-5%,1%,46%,-2%,5%,6%,-3
O=C(N=Nc1c(O)[nH]c2ccc(Cl)cc12)c1cc(-c2cccs2)nc2ccccc12,-5%,16%[59 µM],-3%,4%,32%,-6%,i,nt,-3
CCN(c1cccc(C)c1)S(=O)(=O)c1ccc(OC)c([N+](=O)[O-])c1,-13%,13%,3%,-1%,-13%,6%,i,0%,2
Cc1cc(C)cc(NC(=O)N2CCC(c3nc4ccccc4o3)CC2)c1,-5%,7%[59 µM],12%,-1%,39%[activator],12%,6%,4%,-1
CCOC(=O)c1c(C)n(C(=O)c2ccco2)c(=O)n1C(=O)c1ccco1,-32%,56µM*,-4%,-3%,26%,21%,-5%,3%,1
CC1=C(c2ccc(F)cc2)[N+](=O)C(C)(C)N1[O-],-5%[11.4 µM],nt,-10%,-1%,32%,2%,4%,-2%,-3
C=Cc1ccc(CN2CCCN(Cc3ccc(Cl)cc3)S2(=O)=O)cc1,-16%,3%[12.7 µM],5%,6%,86%[activator],-13%,nt,-7%,-4
COc1ccc(CCNC(=O)c2ccc3c(c2)sc2nc(-c4ccccc4)cn23)cc1OC,-11%,-21%[59 µM],-23%,-9%,46%[activator],-12%,-6%,0%,-5
O=S(=O)(c1ccc(Cl)cc1)N1CCN(C2CCN(Cc3ccccc3)CC2)CC1,-20%,-6%,0%,-6%,4%,6%,-7%,-1%,6
O=C(/C=C/c1ccco1)OCC1CCCN2CCCCC12 (stereo not drawn),-5%,21%[12.7 µM],-7%,3%,22%,2%,i,35%[activator],1
CC1CN(c2nc3ccccn3c(=O)c2/C=C(\C#N)S(=O)(=O)c2ccccc2)CC(C)O1 (stereo not drawn),-15%[11.4 µM],5%[12.7 µM],-34%,21%,16%,-1%,-4%,1%,3
N#CCCN(C(=O)c1ccc2c(=O)n3c(nc2c1)CCCCC3)c1ccccc1,?,17%,-3%,1%,8%,13%,-8%,6%,0
Cn1c(-c2sc3cc(C(F)(F)F)cnc3c2-c2cccs2)n[nH]c1=S,-30%,4µM*,-1%,-1%,2%,19%,-10%,-1%,2
CCCCNC(=S)Nc1ccc(OC)nc1,-9%,56µM*,-15%,?,-6%,15%,i,-9%,1
CCCn1c(/N=C/c2ccc3c(c2)OCO3)nc2ccccc21,-33%,-12%[2.33 µM],?,1%,-14%,5%,-3%,5%,-4
N#C/C(=C(/O)c1cccc(F)c1)c1nc2ccccc2s1,-25%,19%[59 µM],-3%,1%,25%,13%,2%,7%,-6

# Complete entries, looked up by structure. Values in the order: JMJD2A Tudor | G9a inh | BAZ2B block | Pin1 inhibitor | HP1b chromo inh | GLS inhibitor | PGK inhibitor | ERG-DNA inh | PI4K2A block
# Profile of CC1=C(c2ccc(F)cc2)[N+](=O)C(C)(C)N1[O-] → -5%[11.4 µM] | nt | -10% | -1% | 32% | 2% | 4% | -2% | -3
# Profile of COc1ccc(S(=O)(=O)NCC(=O)Nc2ccc(F)cc2)cc1 → -2% | 3%[12.7 µM] | -5% | 1% | 46% | -2% | 5% | 6% | -3

# New compounds follow.
SMILES,JMJD2A Tudor,G9a inh,BAZ2B block,Pin1 inhibitor,HP1b chromo inh,GLS inhibitor,PGK inhibitor,ERG-DNA inh,PI4K2A block
CCCN1C(=O)C(O)(C2CC(=O)CC(C)(C)O2)c2ccccc21 (stereo not drawn),-7%,-35%[12.7 µM],-3%,-2%,13%,19%,2%,-2%,8
COc1cc(C(=O)Nc2ccc(N3CCN(C(=O)c4ccc(C)cc4)CC3)cc2)cc(OC)c1OC,-35%,nt,-3%,1%,6%,59%[activator],-3%,-7%,10
O=C(Nc1nccs1)C1CC2CCC1C2 (stereo not drawn),-11%,14%[59 µM],27%[57.1 µM],-6%,26%,-8%,i,-2%,-4
COc1ccccc1CN1CCNC(=O)C1CC(=O)NCCC1=CCCCC1 (stereo not drawn),-25%,nt,-6%,-4%,16%,1%,-10%,-8%,7
CCOC(=O)C1CCN(C(=O)c2ccc3c(c2)sc2nc(-c4ccc(OC)cc4)cn23)CC1,-20%,-2%[59 µM],15%,74%[activator],27%,-1%,i,-5%,1
Cc1cc(SCC(=O)NC2CC2)nc2ccccc12,-8%,nt,nt,3%,27%,3%,0%,10%,1
CSc1ccc(/C=C(\C#N)C(=O)NC2CCCCC2C)cc1 (stereo not drawn),10%,39%[59 µM],-3%,14%,52%[activator],2%,-2%,8%,22
COc1cccc(-n2c(=O)c3sc4ccccc4c3n(CC(=O)NC3CCCCC3)c2=O)c1,-20%,18%[59 µM],28%,1%,75%[activator],5%,-3%,8%,3
COc1ccc(CNC(=O)C2CCCN(c3ncnc4c3nc3n4CCCCC3)C2)cc1 (stereo not drawn),-20%,18%,-2%,-18%,6%,-16%,i,16%,0
COc1ccc(C(=O)CCC(=O)Nc2ccc(N3CCN(C)CC3)cc2)cc1OC,-27%,-10%[12.7 µM],10%,-1%,8%,30%,-3%,-14%,-1
CCOC(=O)C1CCN(C(=O)COC(=O)c2oc3ccccc3c2C)CC1,-16%,-18%[0.501 µM],0%,-10%,8%,2%,i,-8%,-4
CCN1CCN(c2ncc(C(=O)Nc3c(F)cc(F)cc3Br)c3ccccc23)CC1,-8%,?,10%,-9%,30%,-4%,i,-8%,1
O=C(C[n+]1ccccc1)Nc1ccc(Cl)c([N+](=O)[O-])c1,-18%,26%,-2%,3%,10%,2%,-3%,5%,5
O=C1OC[C@H]2CCCN2C(=O)[C@@H](CC(=O)N(CCO)Cc2ccccc2)C/C=C\C[C@@H]1Cc1ccc(F)cc1,-21%,nt,nt,2%,15%,1%,1%,-1%,0
CC(C)CCN1CCN(Cc2cccc(C(F)(F)F)c2)CC1CCO (stereo not drawn),-8%,17%,5%,1%,36%,0%,2%,-7%,1
O=C(NC(=S)NCCc1ccccc1)c1cccc(Cl)c1,-12%,-2%,-26%,8%,22%,-5%,-1%,6%,0
Nc1c(C(=O)Nc2ccc(F)cc2)sc(=S)n1-c1ccccc1F,-19%,7.9µM*,-12%,1%,-22%,-23%,4%,3%,-3
Cc1cccc(CN2CCC(CNC(=O)Nc3ccccc3F)CC2)c1,-3%,nt,nt,?,24%,14%,-2%,0%,-1

# Six entries out of the list, ordered by heavy-atom count, lowest first:
SMILES,JMJD2A Tudor,G9a inh,BAZ2B block,Pin1 inhibitor,HP1b chromo inh,GLS inhibitor,PGK inhibitor,ERG-DNA inh,PI4K2A block
O=C(C[n+]1ccccc1)Nc1ccc(Cl)c([N+](=O)[O-])c1,-18%,26%,-2%,3%,10%,2%,-3%,5%,5
O=C(NC(=S)NCCc1ccccc1)c1cccc(Cl)c1,-12%,-2%,-26%,8%,22%,-5%,-1%,6%,0
COc1ccccc1CN1CCNC(=O)C1CC(=O)NCCC1=CCCCC1 (stereo not drawn),-25%,nt,-6%,-4%,16%,1%,-10%,-8%,7
CCN1CCN(c2ncc(C(=O)Nc3c(F)cc(F)cc3Br)c3ccccc23)CC1,-8%,?,10%,-9%,30%,-4%,i,-8%,1
CCOC(=O)C1CCN(C(=O)c2ccc3c(c2)sc2nc(-c4ccc(OC)cc4)cn23)CC1,-20%,-2%[59 µM],15%,74%[activator],27%,-1%,i,-5%,1
COc1cc(C(=O)Nc2ccc(N3CCN(C(=O)c4ccc(C)cc4)CC3)cc2)cc(OC)c1OC,-35%,nt,-3%,1%,6%,59%[activator],-3%,-7%,10
